# PAX8 reporter = inhibitors of PAX8 transcriptional activity in RMG-I cells; 360,000 tested, 1.2% active; inhibition, % at 12.6 µM; RMG-I TPO-luciferase reporter, SteadyGlo, 24 h;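 active = mean replicate inhibition at least 60% with every replicate also reaching 60%; inconclusive = only one of the two criteria is met; inactive = mean below 60% and not all replicates reaching 60%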;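 note: luciferase light reporting Pax8 driven TPO promoter activity; plate controls were median of neutral control wells for no effect and mitoxantrone controls for full effect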
# LGR2 antag = Drosophila LGR2 receptor signaling inhibition | HEK293 LGR2, CRE-luciferase, bursicon-stimulated, 4 h | inhibition, % at 9.99 µM | 380,000 tested, 0.35% active | AID 720647;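 active = drop in luminescence signal, shown as inhibition above about 50% in the replicate tests, limit read from the data, passing the limit was not always enough; inconclusive = probably only some replicates passing the limit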;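 note: agonist challenge used bursicon conditioned medium at about half maximal strength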
# EWS-Fli block = EWS/Fli transcriptional activity inhibition; A673 NR0B1-luciferase reporter, viability-normalised; inhibition, % at 12.6 µM; 350,000 tested, 0.67% active;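 active = mean inhibition of at least 50% after viability correction, with every replicate also passing that limit; inconclusive = mean reaches 50% but only one of two replicates passes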;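 note: firefly luciferase signal divided by Alamar Blue viability fluorescence both relative to DMSO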
# SIRT5 block = sirtuin-5 (human) deacylase inhibition; inhibition, % at 15 µM; Purified SirT5, succinyl-peptide AMC, trypsin-coupled fluorescence; AID 652115; Q9NXA8; 330,000 tested, 1.1% active; in the data active = inhibition above about 15%; inconclusive = no clear call, values can overlap the other calls
# Target sequence (Q9NXA8 whole entry, looked up): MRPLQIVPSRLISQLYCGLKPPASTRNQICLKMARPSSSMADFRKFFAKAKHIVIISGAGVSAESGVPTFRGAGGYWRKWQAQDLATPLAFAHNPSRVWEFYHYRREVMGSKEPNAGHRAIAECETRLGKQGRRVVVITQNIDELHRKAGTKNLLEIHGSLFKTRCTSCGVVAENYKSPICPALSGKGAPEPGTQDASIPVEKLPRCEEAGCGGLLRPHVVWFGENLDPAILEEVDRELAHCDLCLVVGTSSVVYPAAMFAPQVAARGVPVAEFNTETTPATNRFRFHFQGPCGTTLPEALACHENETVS
# DENV2 CPE = inhibitors of DENV2 cytopathic effect; DENV2-infected cells, cytopathic effect rescue, plate reader; CPE inhibition, % at 9.99 µM; 350,000 tested, 1.7% active; AID 651640; in the data active = CPE inhibition above about 20%, passing the limit was not always enough; inconclusive = no clear call, values can overlap the other calls; tested in BHK-21 cells;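 note: 0% = median of neutral control wells and 100% = median of positive control wells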
# Casp6 inh = caspase-6 (human) enzyme inhibition. purified caspase-6, Z-VEID-R110 cleavage fluorescence. inhibition, % at 12.5 µM. 350,000 tested, 0.53% active;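 active = mean inhibition across replicates at least about 35%, with every replicate also reaching that limit, limit read from the data; inconclusive = only one of the two criteria met; inactive = neither criterion met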;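 note: 0% = median of neutral control wells and 100% = no fluorescence left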
# Target sequence (P55212 24-179 limits assumed): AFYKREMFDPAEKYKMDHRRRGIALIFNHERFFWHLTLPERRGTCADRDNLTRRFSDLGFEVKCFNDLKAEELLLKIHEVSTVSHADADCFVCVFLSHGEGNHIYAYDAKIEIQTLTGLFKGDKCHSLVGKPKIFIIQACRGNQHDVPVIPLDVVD
# Target sequence (P55212 194-293 limits assumed): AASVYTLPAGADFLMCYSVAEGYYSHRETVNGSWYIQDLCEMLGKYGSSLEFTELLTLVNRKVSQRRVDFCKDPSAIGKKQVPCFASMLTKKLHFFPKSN
# ARNT TACC3 PPI = ARNT/TACC3 interaction disruption; 390,000 tested, 0.66% active; AlphaScreen His-ARNT PAS-B/GST-TACC3 binding, luminescence; TACC3 fragment carries E629A point mutation; Q9Y6A5; inhibition, % at 9.99 µM;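 active = mean inhibition of replicates at least 50% and at least half of replicates each reaching 50%; inconclusive = half or more replicates reach 50% but mean below 50%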;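 note: 0% = complete ARNT plus TACC3 wells and 100% = ARNT alone without TACC3; many hits fall short of the cut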
# * = called active by the depositor; ? = inconclusive; · = no result given.
no.	structure	PAX8 reporter	SIRT5 block	LGR2 antag	Casp6 inh	DENV2 CPE	EWS-Fli block	ARNT TACC3 PPI
1	C[C@@H]1CN([C@H](C)CO)C(=O)Cc2cc(N(C)C)ccc2O[C@H]1CN(C)Cc1ccc(Oc2ccccc2)cc1	-49.4	2.8	8.0	-0.3	11.1	-13.7	52.4*
2	CCC(CC)c1nnc(NC(=O)/C=C/c2ccco2)s1	-26.3	·	-19.8	·	·	·	-7.1
3	CCNC(=O)[C@H]1[C@H](CO)[C@H]2Cn3c(ccc(C4=CCCC4)c3=O)[C@@H]1N2C(=O)C1CC1	1.8	-19.5	10.5	0.0	10.1	6.6	2.1
4	CCN(C[C@@H]1[C@@H](c2ccccc2)[C@@H](CO)N1C(=O)COC)C(=O)NC(C)C	·	-1.6	-2.3	0.5	1.6	·	·
5	CCOc1ccccc1OCC(=O)OCC(=O)c1c(C)[nH]c2ccccc12	-4.6	0.6	19.1	1.2	-3.5	-0.9	0.6
6	Cc1cc2nnc(SCC(=O)NCC3CCCO3)n2c2ccccc12 (stereo not given)	-1.6	1.2	9.1	2.6	-1.1	-5.3	3.8
7	CN(C)C(=O)C[C@H]1C[C@H]2c3cc(NC(=O)C4CCOCC4)ccc3O[C@H]2[C@@H](CO)O1	-1.7	3.1	19.7	-2.2	2.9	-4.7	-0.6
8	COc1ccc(CN(C)C[C@H]2Oc3ccc(NC(=O)CCC(F)(F)F)cc3C(=O)N([C@@H](C)CO)C[C@@H]2C)cc1	-4.6	8.9	23.0	0.1	0.3	-6.6	-2.1
9	COc1ccc(CCC(=O)NNC(=O)Nc2cccc(Cl)c2)cc1	·	-1.5	-1.7	0.5	7.2	·	-0.2
10	O=c1c2c(nc3cc(-c4cccc(Cl)c4)[nH]n13)CCCC2	16.6	-2.0	53.6*	-0.3	0.4	14.7	-13.7
11	CCN1C(=O)N[C@@H](c2cccs2)C(C(C)=O)=C1C	-6.6	·	11.8	0.5	-16.8	-5.1	-7.9
12	COc1ccccc1/C=C(\NC(=O)c1ccc(OC)c(OC)c1)C(=O)Nc1ccc([N+](=O)[O-])cc1	10.9	-3.8	9.6	1.1	·	2.1	-4.5
13	Cc1ccc(Oc2nnc(-c3cccs3)c3ccccc23)cc1	18.2	-2.1	·	0.2	-1.8	6.9	8.2
14	CN(C)CCNC(=O)C(=O)Nc1cc2c3c(c1)CCC(=O)N3CCC2	-3.9	2.2	4.9	-0.6	-0.3	8.5	0.1
15	C=CCN=C1NC(CCc2ccccc2)C(C(=O)OC)=C(C)N1Cc1cccc(C(F)(F)F)c1 (stereo not given)	32.4	·	62.0*	10.8	?	27.4	·
16	COc1ccc(-c2cnc3c(c2)C(=O)N([C@H](C)CO)C[C@H](C)[C@H](CN(C)S(=O)(=O)c2ccccc2)O3)cc1	·	-1.0	-5.3	0.7	-5.4	10.4	-0.7
17	Cc1ccc(NC(=O)NNC(=O)c2sccc2-n2cccc2)cc1	8.3	-1.6	-27.4	-0.1	-3.2	-5.0	3.5
18	O=C(Nc1ccc(S(=O)(=O)N2CCCC2)cc1)c1cc(F)c(F)cc1Cl	8.6	-3.9	1.5	-8.8	-7.3	2.7	-3.1
19	CC(=O)Nc1cccc(-c2cc(NC(C)=O)c3ncc(-c4ccccc4)n3c2)c1	-0.8	-3.7	14.1	0.9	15.2	-17.8	·
20	Cc1ccc(S(=O)(=O)NCC(=O)Nc2cccnc2)cc1C	·	-2.8	13.6	2.6	-0.9	-8.5	·
21	CC(C)c1ccc(OCc2cccc(C(=O)N/N=C/c3cccnc3)c2)cc1	29.6	-3.6	45.4	7.4	6.3	80.5*	-3.4
22	COc1cccc(CN2CCC(C(=O)NC(c3ccc4c(c3)OCO4)c3ccccn3)CC2)c1 (stereo not given)	-2.6	·	-1.0	-0.4	-3.6	-0.3	·
23	OC(c1ccccc1)(C1CCCCC1)C(CN1CCOCC1)c1ccccc1 (stereo not given)	18.2	3.8	13.6	2.0	6.1	22.5	7.3
24	O=C(c1ccccc1)N(C(=O)c1ccccc1)c1ncnc2c1C(c1ccccc1)c1c(ccc3ccccc13)O2 (stereo not given)	71.9*	0.2	-1.3	-6.9	-7.7	20.2	-0.3
25	O=C(N/N=C1\CCc2ccccc21)c1ccccc1Cl	-119.6	-2.4	-30.0	-1.8	16.0	-69.3	-0.2
26	C/C(=N\NC(=O)c1ccccc1)c1nc2ccccc2n1C	-15.5	-7.0	-1.8	0.3	0.5	-6.0	-5.2
27	O=C(N/N=C/c1ccc(N2CCOCC2)s1)c1ccc(O)cc1	-23.4	·	15.9	2.0	-7.4	-20.1	·
28	CN(Cc1ccccc1)C1=CC(=[N+]2CCCCC2)CC(C)(C)C1	74.3*	3.0	17.1	-0.6	-11.3	22.7	4.4
29	COc1cccc(CNC(=O)CCS(=O)(=O)c2ccc3c(c2)NC(=O)CS3)c1	19.9	2.1	-4.4	0.6	11.6	11.5	2.9
30	Cc1ccccc1NC(=O)COC(=O)CC1CCCC1	0.2	-0.2	2.9	-2.5	-4.4	-2.2	-3.0
31	CCCNC(=O)C[C@H]1C[C@H]2c3cc(N(C)C)ccc3O[C@H]2[C@@H](CO)O1	·	0.2	6.9	1.1	-6.9	1.7	·
32	CC(=O)C1=C(C)N(Cc2ccc(Cl)cc2)C(=S)NC1c1ccc(Cl)cc1 (stereo not given)	-5.6	0.4	4.8	-4.1	55.0*	3.9	·
33	O=C(OC1Cn2c(=O)ccc(=O)n2C1)c1ccc([N+](=O)[O-])cc1	20.6	0.3	1.9	2.4	·	-0.8	-4.0
34	O=C(COc1ccc(-c2ccccc2)cc1)NN=C1CCCC1	-4.2	-1.1	-4.1	-2.5	1.5	-17.9	-1.3
35	CC(C)/C=C/CN1CCN(CCCc2ccccc2)C(CCO)C1 (stereo not given)	7.0	1.1	-4.9	-2.2	2.6	8.0	9.3
36	Brc1ccc(-c2nn3c(Cc4ccccc4)nnc3s2)o1	·	-4.5	·	-0.8	·	·	-4.5
37	O=C(CCC1CCN(Cc2ccccc2O)CC1)NC1CC1	5.9	·	-6.4	-2.0	13.6	14.7	-20.0
38	COc1ccccc1OCCn1c(=S)[nH]c2ccccc21	1.4	11.5	-10.5	-0.4	1.1	15.4	0.8
39	Cc1noc(C)c1S(=O)(=O)N(CC(=O)N1CCn2c1nc1ccccc12)c1ccc(C(C)C)cc1	17.3	·	13.3	-2.5	1.8	11.6	-4.5
40	COc1ccc(Br)cc1CN(C)C(=O)CNC(=O)c1ccc2ccccc2c1	7.7	-0.9	10.4	0.0	6.5	-2.3	0.8
41	Cn1c(=O)c2cc(NC(=O)CCc3cccnc3)ccc2n1Cc1cccc(C(F)(F)F)c1	13.9	·	-0.1	1.5	-11.3	7.2	·
42	CC(=O)c1c(C)oc2ccc(NS(=O)(=O)c3ccc(C(=O)O)cc3)cc12	-12.4	-6.4	10.1	-0.6	-0.3	2.9	·
43	CC(=O)c1ccc2noc(-c3cccc(C)c3)c2c1	-31.1	0.6	-44.6	11.0	-0.6	-16.5	0.9
44	COC(=O)[C@]12CCCCC=C1N(CCC1=CCCCC1)C(=O)[C@H](CC(=O)NCCC(C)C)C2	-3.7	6.6	-13.4	3.0	-5.9	8.4	·
45	COc1ccccc1CNC(=O)COC(=O)c1cc(=O)[nH]c2ccccc12	6.9	-7.0	10.5	-0.1	-2.7	7.9	·

# An excerpt from above in order of SMILES length, largest number first.
no.	structure	PAX8 reporter	SIRT5 block	LGR2 antag	Casp6 inh	DENV2 CPE	EWS-Fli block	ARNT TACC3 PPI
44	COC(=O)[C@]12CCCCC=C1N(CCC1=CCCCC1)C(=O)[C@H](CC(=O)NCCC(C)C)C2	-3.7	6.6	-13.4	3.0	-5.9	8.4	·
39	Cc1noc(C)c1S(=O)(=O)N(CC(=O)N1CCn2c1nc1ccccc12)c1ccc(C(C)C)cc1	17.3	·	13.3	-2.5	1.8	11.6	-4.5
31	CCCNC(=O)C[C@H]1C[C@H]2c3cc(N(C)C)ccc3O[C@H]2[C@@H](CO)O1	·	0.2	6.9	1.1	-6.9	1.7	·
41	Cn1c(=O)c2cc(NC(=O)CCc3cccnc3)ccc2n1Cc1cccc(C(F)(F)F)c1	13.9	·	-0.1	1.5	-11.3	7.2	·
42	CC(=O)c1c(C)oc2ccc(NS(=O)(=O)c3ccc(C(=O)O)cc3)cc12	-12.4	-6.4	10.1	-0.6	-0.3	2.9	·
32	CC(=O)C1=C(C)N(Cc2ccc(Cl)cc2)C(=S)NC1c1ccc(Cl)cc1 (stereo not given)	-5.6	0.4	4.8	-4.1	55.0*	3.9	·
45	COc1ccccc1CNC(=O)COC(=O)c1cc(=O)[nH]c2ccccc12	6.9	-7.0	10.5	-0.1	-2.7	7.9	·
35	CC(C)/C=C/CN1CCN(CCCc2ccccc2)C(CCO)C1 (stereo not given)	7.0	1.1	-4.9	-2.2	2.6	8.0	9.3
34	O=C(COc1ccc(-c2ccccc2)cc1)NN=C1CCCC1	-4.2	-1.1	-4.1	-2.5	1.5	-17.9	-1.3
36	Brc1ccc(-c2nn3c(Cc4ccccc4)nnc3s2)o1	·	-4.5	·	-0.8	·	·	-4.5
38	COc1ccccc1OCCn1c(=S)[nH]c2ccccc21	1.4	11.5	-10.5	-0.4	1.1	15.4	0.8

# The results go on:
no.	structure	PAX8 reporter	SIRT5 block	LGR2 antag	Casp6 inh	DENV2 CPE	EWS-Fli block	ARNT TACC3 PPI
46	CC(C)c1ccc(NC2CCCN(C(=O)CCn3cnnn3)C2)cc1 (stereo not given)	11.4	-5.4	5.6	-7.0	6.9	4.2	-1.5
47	O=C1NCCN/C1=C\C(=O)c1ccccc1	·	-0.6	-8.5	-2.0	-3.2	-38.6	-4.0
48	Cc1ccc(S(=O)(=O)N2CCOCC2)cc1C(=O)OC(C)C(=O)NC1CCCC1 (stereo not given)	0.1	2.5	3.7	1.4	-5.1	-0.5	-6.3
49	C[C@@H]1CCCCO[C@H](CN(C)Cc2ccccc2)[C@H](C)CN([C@H](C)CO)C(=O)c2cc(NC(=O)C3CCCCC3)ccc2O1	-5.1	5.1	2.8	-2.8	-7.9	10.7	7.8
50	O=C(NCCc1ccco1)c1cc(COc2cccc(C(F)(F)F)c2)on1	16.7	-4.0	12.6	0.5	-1.8	·	2.6
51	Cc1ccc(S(=O)(=O)N[C@@H]2CC[C@@H](CCNC(=O)c3ccc4c(c3)OCO4)O[C@H]2CO)cc1	-13.6	2.0	1.0	-4.4	0.6	-2.9	-9.3
52	CC(C)(C)NC(=O)CSc1nc(-c2ccccc2)cc(=O)[nH]1	-107.5	2.0	-2.8	-2.5	?	4.1	-8.4
53	CN(C)C(C)(C)C#CC(O)(c1ccccc1)c1ccccc1	29.0	-8.4	3.1	-1.9	17.9	-14.0	-3.8
54	O=P(COCCOCCOCP(=O)(c1ccccc1)c1ccccc1)(c1ccccc1)c1ccccc1	-6.7	10.3	8.3	0.3	2.0	3.0	-4.6
55	Fc1ccc(-c2ncc3ccccn23)cc1	-26.0	4.2	-26.4	-0.8	5.7	-25.3	-18.8
56	Cc1ccc(Nc2ncnc3c2cnn3C)cc1	-23.6	0.4	7.4	-1.3	-2.9	-25.0	1.5
57	Cn1cnc2c1c(=O)[nH]c(=O)n2Cc1ccccc1	2.6	-0.8	-2.0	0.5	7.4	9.5	-7.7

# Screening data deposited in PubChem by Broad Institute.
